From PubChem
Growth percent in the NCI-60 one-dose screen (48 h, 10 µM unless noted): 100 = growth as untreated, 0 = no growth, -100 = all killed.
SN12C: SN12C renal cancer cells | 3.8% of 81,000 active
A498: A498 renal cancer cells. AID 1794774. 5.4% of 76,000 active
786-0: 786-0 renal cancer cells; AID 1794775; 5.1% of 81,000 active
ACHN: ACHN renal cancer; 4.9% of 81,000 active
RXF 393: RXF 393 renal cancer cells. 6.9% of 77,000 active
CAKI-1: CAKI-1 renal cancer; 4.7% of 75,000 active; AID 1794772
PC-3: PC-3 prostate cancer cells; 3.9% of 80,000 active
TK-10: TK-10 renal cancer cells; 3.9% of 81,000 active; AID 1794769
UO-31: UO-31 renal cancer | 5.2% of 81,000 active | AID 1794768
Active calls of the source: *; / = no result given; & = joins results of further samples. The calls were made as follows: active = growth percent below 10; inactive = the rest.

SMILES	SN12C	A498	786-0	ACHN	RXF 393	CAKI-1	PC-3	TK-10	UO-31
N#Cc1c(-c2ccccc2)nc(NCCO)[nH]c1=O	97	132	103	103	111	94	89	105	76
NS(=O)(=O)c1ccc(Nc2nc(Nc3ccccc3)nc(N3N=C(c4ccc(Cl)cc4)CC3c3ccc4c(c3)OCO4)n2)cc1 (configuration not stated)	81	78	85	74	60	86	60	109	71
Cc1n[nH]c(=S)n1N	108	117	104	106	108	109	99	92	94
O=c1[nH]nc(-c2ccccc2)c2ccccc12	95	77	98	98	/	95	93	/	89
CC1=CC(C)(C)NC(=S)N1c1ccccc1	106	98	100	108	116	97	99	92	104
Cc1cn(C)cn1	105	114	98	108	117	89	94	96	83
Cc1cc2c(C(C)C)c(O)c(O)c(/C=N/O)c2c(O)c1-c1c(C)cc2c(C(C)C)c(O)c(O)c(/C=N/O)c2c1O	44	57	22	24	-2.0*	27	28	0.9*	25
COC(=O)c1[nH]nc(OC)c1C1(C(C#N)c2nc3ccccc3s2)CCCc2ccccc21 (configuration not stated)	86	109	101	89	117	94	80	139	72
O=Cc1cn(S(=O)(=O)c2ccc(Cl)cc2Cl)c2ccccc12	95	112	105	98	116	77	93	103	69
CCOC(=O)C(C(=O)OCC)c1nc(=O)[nH]c(=O)[nH]1	97	/	92	94	99	90	102	103	88
COc1ccccc1NC(=O)/C(=C/C1CC(=O)NC1=S)C(C)=O (configuration not stated)	104	105	101	102	109	99	97	124	89
O=C(/C=C/c1ccccc1Cl)c1ccccc1	100	86	89	94	109	93	82	105	83
C[n+]1ccccc1C=O	104	96	102	103	/	101	101	114	85
O=C(O)c1ccc(Nc2nc(O)c(C=Nc3ccc(Cl)cc3)s2)cc1	99	85	104	99	114	100	/	119	89
Cc1cc(C)n(/N=C/c2ccccc2O)c(=O)c1C#N	100	109	101	112	129	111	99	118	105
CC1(C)CC(=O)C2=C(C1)NC(=O)CC2	97&95	99&99	99&102	110&99	108&105	94&80	100&95	90&101	94
O=C(O)c1cn(C2CC2)c2cc(N3CCN(Cc4ccccc4O)CC3)c(F)cc2c1=O	64	89	79	85	77	75	84	72	58
Cc1nn(C)c2ncnc(N/N=C/c3ccc(O)cc3)c12	93	76	97	92	104	99	96	87	77
CSc1ccc(NC(=O)c2ccc3nn(/C(C#N)=C/c4ccccn4)nc3c2)cc1	-66*	-34*	-85*	-95*	-95*	-91*	-74*	-95*	-99*
O=C(O)c1cc(S(=O)(=O)O)cc([N+](=O)[O-])c1O	101	98	94	111	107	/	93	78	94
Cc1cc2n(n1)-c1ccc(C#N)cc1Oc1ccccc1-2	/	89	103	95	95	97	121	109	94
Cc1nc(Nc2ccccn2)sc1C(=O)/C=C/c1ccc(Cl)cc1	32	6.5*	20	23	20	28	/	62	29
CCCCCc1ccc(S(=O)(=O)N(C(C)=O)c2cccc(-c3csc(N(CCN4CCN(C)CC4)C(C)=O)n3)c2)cc1	63	71	6.9*	-10*	-59*	20	63	99	-69*
CCCCCCCCCC(=O)Oc1ccc(/C(=C(/CC)Cc2ccccc2)c2ccc(OCCN3CCCCC3)cc2)cc1	95	86	82	99	85	94	85	91	84
O=C(Nc1ccc(Cl)c(Cl)c1)Nc1ccc2[nH]ccc2c1	101	70	82	97	133	98	87	103	79
COc1ccc(-c2cn(-c3ccc(Cl)cc3)c(SCC(=O)c3ccc(Cl)cc3)n2)cc1	92	72	85	81	83	86	88	87	87
O=c1[nH]c2nnc(/C=C/c3ccco3)c(=O)n2nc1/C=C\c1ccco1	111	112	107	106	/	95	93	100	81
CCCc1nc2c(c(=O)n(C)c(=O)n2C)n1C	94	83	108	106	108	95	90	121	91
S=c1[nH]c(Cl)c(Cl)cc1Cl	108	108	108	98	104	92	78	102	74
OCCCC1CCCCC1	103	105	98	103	121	96	98	79	95
Cc1ccc(/C=C/C(=O)O)cc1-c1cc2c(cc1C)C(C)(C)C=CC2(C)C	90	101	91	82	85	90	77	105	75
CC(C)c1nc(SCC(=O)c2ccc(Br)cc2)nc(Nc2cccc(S(N)(=O)=O)c2)c1C#N	103	107	103	104	91	87	99	116	79
CCCCCCNC(=O)Oc1ccc(/C(=C(/C)Cc2ccc(OC)cc2)c2ccc(OCCN(CC)CC)cc2)cc1	97	/	98	103	99	/	97	95	86
N#Cc1c(-c2ccccc2)nc(SCC(=O)NNc2ncnc3ccccc23)n(Cc2ccccc2)c1=O	97	/	106	100	124	90	103	132	82
CC1CCCCN1S(=O)(=O)c1ccc(CN=C=S)cc1 (configuration not stated)	66	79	56	4.8*	52	51	74	64	54
O=[N+]([O-])c1ccc(F)c(C(F)(F)F)c1	105	107	105	101	118	96	97	107	89
O=c1[nH]nc(-c2cc3c([nH]c4ccccc43)c(-c3cccc(O)c3)n2)o1	96	99	93	92	80	86	81	98	65
O=C(Nc1nc2c(s1)CCc1c-2c(Br)n(Cc2ccccc2)c1Br)c1ccccc1	88	75	57	47	37	67	67	55	58
COC1C(O)CC(OC2CC(OC3CC(O[C@@H]4C(=O)c5c(cc6cc(OC7CC(OC8CC(O)C(O)C(C)O8)C(O)C(C)O7)c(C)c(O)c6c5O)CC4[C@H](OC)C(=O)C(C)=O)OC(C)C3O)OC(C)C2O)OC1C (some centres not stated)	7.4*	-44*	4.3*	5.3*	-56*	17	-2.0*	-8.7*	-28*
COc1ccc(C(=O)NNC(=O)c2cc(OC)c(OC)c(OC)c2)cc1OP(=O)(O)O	90	73	104	/	105	/	58	86	55
CC(=O)N1CCN(C(C)=O)c2ccccc21	114	108	115	102	87	103	100	115	91
COc1ccc(/C=C2\COc3ccc(O)cc3C2=O)cc1OC	59	91	88	73	/	62	64	93	67
CCCCCCCCCCCCCCCC(=O)OCC1OC(n2cnc3c(=S)nc(N)[nH]c32)C(OC(=O)CCCCCCCCCCCCCCC)C1OC(=O)CCCCCCCCCCCCCCC (configuration not stated)	84	116	61	75	164	49	79	36	50
Nc1cccc(-c2ccc(C(=O)Nc3cccc(C(=O)O)c3)o2)c1	97	110	101	98	97	88	/	104	79
COc1cc(-c2ccc(-c3ccc(C(=N)N)cn3)s2)cc(OC)c1OC	88	/	99	97	123	91	92	120	71
O=C1C=CC(=O)N1	100	124	105	111	109	104	101	103	91
Cc1ccc(F)c(N)c1	104	102	98	107	108	91	93	110	74
Cc1ccc(Cn2cc(COc3ccc4c5ccnc(C)c5n(CCCc5ccccc5)c4c3)nn2)cc1	95	74	86	/	114	/	81	98	56
C=C(CNCCc1ccc(O)cc1)[C@@H]1CC[C@]2(CO)CC[C@]3(C)[C@H](CC[C@@H]4[C@@]5(C)CCC(NCCc6ccc(O)cc6)C(C)(C)[C@@H]5CC[C@]43C)[C@@H]12 (some centres not stated)	-85*	-97*	-90*	-99*	-91*	-58*	-76*	-93*	-94*
COc1cccc(-c2nn(-c3ccccc3)cc2-c2ccnc(NCCCNS(=O)(=O)c3cccc4ccccc34)c2)c1	69	71	56	64	64	55	41	69	35
COc1cccc(C(=O)Nc2cccc(NC(=O)c3ccccn3)c2)c1	99	93	86	100	115	99	98	97	80
CN(C)c1ccc(/C=N\NC(=O)/C=C/C=C/c2ccc3c(c2)OCO3)cc1	104	/	100	106	111	75	85	101	76
CC(=O)N1CCc2cc([N+](=O)[O-])ccc21	106	75	102	96	126	93	97	104	99
CCCCCCCCCCCCNC(=O)c1cccnc1	88	/	/	88	86	75	81	87	80
CS(=O)(=O)OCc1ccc(COS(C)(=O)=O)cc1	107	81	112	96	102	95	89	106	86
N#C/C(=C\c1ccc(F)cc1)c1cc2ccccc2[nH]1	92	108	104	93	119	78	85	109	76
CCC(C)C1(C)OC1C(=O)OC (configuration not stated)	101	95	96	98	123	86	80	105	78
Cc1ccccc1-n1nnc(C(=O)Nc2nc3ccc(F)cc3s2)c1C	69	31	76	65	66	50	48	71	58
COc1cccc(/C=N/NC(=O)N/N=C/c2cccc(OC)c2O)c1O	88	85	93	71	89	70	82	90	56
COc1ccc(C(=O)CSc2nnc3sc(Nc4cccc(Cl)c4)nn23)cc1	109	91	97	95	100	87	95	101	82

Single entries from the list.
`CC(=O)N1CCc2cc([N+](=O)[O-])ccc21` | ACHN: 96
`CCCCCCCCCCCCNC(=O)c1cccnc1` | PC-3: 81
`CS(=O)(=O)OCc1ccc(COS(C)(=O)=O)cc1` | RXF 393: 102

Next section.
SMILES	SN12C	A498	786-0	ACHN	RXF 393	CAKI-1	PC-3	TK-10	UO-31
CN(C)CCN(Cc1ccc(Cl)cc1)c1ccccn1	85	97	102	/	90	98	82	86	84
C/C(=N\NS(=O)(=O)c1ccc(C)cc1)c1ccccc1	99&101	97&104	104&103	105&104	99&107	94&104	101&99	105&103	98&88
CCOC(=O)C1CC(C(=O)OCC)c2nc3ccccc3nc21 (configuration not stated)	102	/	105	81	108	88	100	103	98
Oc1cc(O)c2c(c1)O[C@H](c1ccc(O)c(O)c1)[C@@H](O)C2	102	120	106	98	113	99	93	106	90
O=C1c2ccccc2C(=O)N1N1C(=O)c2ccccc2C1=O	109	107	103	106	122	97	98	106	87
C[C@@H]1CC=C2[C@H](CC[C@H](O)C2(C)C)[C@@]1(C)CCc1ccoc1	103	99	104	107	102	100	71	93	83
CN(CC(=O)N(Cc1ccc(C2CCCCC2)cc1)c1ccc(C(=O)NO)cc1)S(=O)(=O)c1c(F)c(F)c(F)c(F)c1F	86	96	/	80	71	87	88	87	69
COc1ccccc1/C=N/N=C(N)N	94	90	102	91	107	95	82	114	91
Cc1cccc(CSc2nc(=O)n(CCCO)c3c2CCC3)c1	100	/	103	104	117	88	96	101	69
Cc1ccc(C2SCC(=O)N2NC(=O)C(O)(c2ccccc2)c2ccccc2)cc1 (configuration not stated)	117	106	91	108	100	94	/	109	78

Molecules from the list above that have a Cl atom:
SMILES	SN12C	A498	786-0	ACHN	RXF 393	CAKI-1	PC-3	TK-10	UO-31
NS(=O)(=O)c1ccc(Nc2nc(Nc3ccccc3)nc(N3N=C(c4ccc(Cl)cc4)CC3c3ccc4c(c3)OCO4)n2)cc1 (configuration not stated)	81	78	85	74	60	86	60	109	71
O=Cc1cn(S(=O)(=O)c2ccc(Cl)cc2Cl)c2ccccc12	95	112	105	98	116	77	93	103	69
O=C(/C=C/c1ccccc1Cl)c1ccccc1	100	86	89	94	109	93	82	105	83
O=C(O)c1ccc(Nc2nc(O)c(C=Nc3ccc(Cl)cc3)s2)cc1	99	85	104	99	114	100	/	119	89
Cc1nc(Nc2ccccn2)sc1C(=O)/C=C/c1ccc(Cl)cc1	32	6.5*	20	23	20	28	/	62	29
O=C(Nc1ccc(Cl)c(Cl)c1)Nc1ccc2[nH]ccc2c1	101	70	82	97	133	98	87	103	79
COc1ccc(-c2cn(-c3ccc(Cl)cc3)c(SCC(=O)c3ccc(Cl)cc3)n2)cc1	92	72	85	81	83	86	88	87	87
S=c1[nH]c(Cl)c(Cl)cc1Cl	108	108	108	98	104	92	78	102	74
COc1ccc(C(=O)CSc2nnc3sc(Nc4cccc(Cl)c4)nn23)cc1	109	91	97	95	100	87	95	101	82
CN(C)CCN(Cc1ccc(Cl)cc1)c1ccccn1	85	97	102	/	90	98	82	86	84
